High-throughput results as filed in PubChem.
KDM5B inhibitor – blocks human KDM5B histone demethylase activity | KDM5B demethylase, FDH-coupled NADH fluorescence (FDH is formaldehyde dehydrogenase) | Q9UGL1 | AID 1347165 | Potency, µM (series often up to 57.7 µM), inactives show top-dose activity change, negative = inhibition, usual class: inhibitors | 220,000 compounds, 2.6% hits; active = well fitted inhibition curve with a large enough effect; inconclusive = small, poorly fitted or top-dose-only effect; inactive = no such curve, though single readings can be large or run the other way; also: 0% is about no effect; nearly all actives have a fitted effect of over 70% in size
Target sequence (Q9UGL1 whole entry, looked up): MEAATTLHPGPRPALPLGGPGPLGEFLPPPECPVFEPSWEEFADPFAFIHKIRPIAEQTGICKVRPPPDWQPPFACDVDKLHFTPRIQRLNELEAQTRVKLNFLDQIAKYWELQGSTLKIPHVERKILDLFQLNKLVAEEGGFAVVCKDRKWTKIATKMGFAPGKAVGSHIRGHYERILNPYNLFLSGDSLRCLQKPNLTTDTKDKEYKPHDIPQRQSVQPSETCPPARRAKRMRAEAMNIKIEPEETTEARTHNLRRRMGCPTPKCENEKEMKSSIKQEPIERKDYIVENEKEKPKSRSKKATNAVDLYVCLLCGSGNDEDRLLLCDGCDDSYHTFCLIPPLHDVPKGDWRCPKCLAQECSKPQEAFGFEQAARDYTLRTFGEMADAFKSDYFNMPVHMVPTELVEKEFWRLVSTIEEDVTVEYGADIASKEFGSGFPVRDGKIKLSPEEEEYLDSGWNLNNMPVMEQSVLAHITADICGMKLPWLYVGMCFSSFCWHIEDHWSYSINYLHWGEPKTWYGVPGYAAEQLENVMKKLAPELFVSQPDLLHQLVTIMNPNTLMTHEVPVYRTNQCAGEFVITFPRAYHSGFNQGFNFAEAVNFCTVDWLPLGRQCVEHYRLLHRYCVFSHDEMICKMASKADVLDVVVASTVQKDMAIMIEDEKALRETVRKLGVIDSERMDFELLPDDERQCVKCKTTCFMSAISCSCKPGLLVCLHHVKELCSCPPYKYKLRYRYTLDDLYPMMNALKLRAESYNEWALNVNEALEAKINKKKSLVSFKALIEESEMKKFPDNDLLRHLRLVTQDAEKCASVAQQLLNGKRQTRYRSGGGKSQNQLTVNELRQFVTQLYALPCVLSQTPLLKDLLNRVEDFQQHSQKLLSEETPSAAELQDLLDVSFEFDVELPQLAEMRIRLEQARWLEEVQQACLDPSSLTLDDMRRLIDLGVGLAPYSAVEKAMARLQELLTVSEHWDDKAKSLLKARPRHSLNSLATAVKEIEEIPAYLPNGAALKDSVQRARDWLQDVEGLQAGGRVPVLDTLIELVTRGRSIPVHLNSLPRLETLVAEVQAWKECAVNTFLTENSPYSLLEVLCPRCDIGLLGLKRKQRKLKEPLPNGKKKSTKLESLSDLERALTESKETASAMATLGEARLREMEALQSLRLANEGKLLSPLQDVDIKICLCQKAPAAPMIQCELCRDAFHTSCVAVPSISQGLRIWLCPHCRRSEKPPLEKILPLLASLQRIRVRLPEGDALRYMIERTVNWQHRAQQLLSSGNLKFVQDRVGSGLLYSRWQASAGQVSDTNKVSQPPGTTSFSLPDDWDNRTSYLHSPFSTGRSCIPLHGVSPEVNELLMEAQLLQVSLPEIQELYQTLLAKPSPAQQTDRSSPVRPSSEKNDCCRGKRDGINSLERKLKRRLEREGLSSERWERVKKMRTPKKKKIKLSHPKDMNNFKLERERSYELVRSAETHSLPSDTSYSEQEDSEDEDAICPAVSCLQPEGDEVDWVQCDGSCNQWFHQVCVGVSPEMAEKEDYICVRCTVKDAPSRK
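Compound dilutions met 200 nM (final) KDM5BΔAP for 10 min at room temperature before substrate addition. The substrate mix held 12.5 µM H3K4me3 with cofactors 25 µM α-ketoglutarate and 50 µM Fe²⁺. NADH signal gain over 30 min defined activity.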
The depositor's hits bear a star; ? = inconclusive; [ ] = dose if it differs, or a comment. Potency is read from the fitted curve at half-maximal effect.

KDM5B inhibitor | compound
-2% | CCCCC(=O)N1C[C@@H](CO)[C@H](c2nc(C)no2)C1
1% | COc1cc(C2C(C(N)=O)=C(C)Nc3nc(SCc4ccccc4F)nn32)cc(OC)c1OC (stereo unspecified)
7% | O=C(NCc1ccc(N2CCOCC2)cc1)c1cccc2c1CCN2C(=O)C1CC1
16µM* | COCCN1C(=O)c2ccccc2C(C(=O)Nc2ccc(OC)cc2)C12CCCC2 (stereo unspecified)
-4% | CCOC(=O)C1=C(C)N=C2SC=C(CC(=O)Nc3ccc(OC)cc3)N2C1c1cccc(OC)c1 (stereo unspecified)
-3% | COC(=O)CC(NC(=O)c1cccc(CS(C)(=O)=O)c1)c1ccccc1 (stereo unspecified)
-2% | O=[N+]([O-])c1ncccc1OCc1ccc(Br)cc1F
? | O=C(Nc1ccc(O)c(-c2nc3ccccc3o2)c1)c1cccnc1
-27% | CC(C)N1C(=O)C(NC(=O)C(=O)NCCc2c[nH]c3ccc(F)cc23)c2ccccc21 (stereo unspecified)
5% | COc1ccc(NC(=O)Cn2c(=O)oc3cc(S(=O)(=O)N4CCCCC4C)ccc32)cc1 (stereo unspecified)
14µM* | COc1ccc(C2Cn3cnc(-c4nc(-c5ccc6c(c5)OCO6)no4)c3CO2)cc1 (stereo unspecified)
23% | Cc1ccc(C2N=C(Nc3nc4ccccc4o3)NC3=C2C(=O)CC(C)(C)C3)cc1 (stereo unspecified)
17% | COCC(=O)Nc1cccc(NC(=O)C2CCC2)c1
9% | CCOc1cc(C2C(C(=O)OC)=C(C)NC3=C2C(=O)c2ccccc23)ccc1OCC#N (stereo unspecified)
-9% | CS(=O)(=O)Oc1ccc2c(c1)O/C(=C\c1ccc3c(c1)OCO3)C2=O

Some of these compounds in order of molecular weight, smallest number first:
KDM5B inhibitor | compound
17% | COCC(=O)Nc1cccc(NC(=O)C2CCC2)c1
-2% | CCCCC(=O)N1C[C@@H](CO)[C@H](c2nc(C)no2)C1
9% | CCOc1cc(C2C(C(=O)OC)=C(C)NC3=C2C(=O)c2ccccc23)ccc1OCC#N (stereo unspecified)

The main list resumes, repeating the 6 entries before the break.
KDM5B inhibitor | compound
5% | COc1ccc(NC(=O)Cn2c(=O)oc3cc(S(=O)(=O)N4CCCCC4C)ccc32)cc1 (stereo unspecified)
14µM* | COc1ccc(C2Cn3cnc(-c4nc(-c5ccc6c(c5)OCO6)no4)c3CO2)cc1 (stereo unspecified)
23% | Cc1ccc(C2N=C(Nc3nc4ccccc4o3)NC3=C2C(=O)CC(C)(C)C3)cc1 (stereo unspecified)
17% | COCC(=O)Nc1cccc(NC(=O)C2CCC2)c1
9% | CCOc1cc(C2C(C(=O)OC)=C(C)NC3=C2C(=O)c2ccccc23)ccc1OCC#N (stereo unspecified)
-9% | CS(=O)(=O)Oc1ccc2c(c1)O/C(=C\c1ccc3c(c1)OCO3)C2=O
? | COc1ccc(/C=C2\Oc3cc(OS(C)(=O)=O)ccc3C2=O)cc1
-21% | CNC(=O)c1cc[nH]c1C1CCCN(C(=O)CCc2c[nH]c3ccccc23)C1 (stereo unspecified)
-26% | C=CCNC(=O)C1CC(=O)N(c2n[nH]c3cccc(F)c23)C1 (stereo unspecified)
-13% | CCOc1ccccc1C1NC(=O)N(CC(=O)NC2CCCCC2)C2=C1C(=O)OC2 (stereo unspecified)
19% | CCN(CC)S(=O)(=O)c1cc(NC(=O)C2CCCN(C(=O)c3ccc(F)cc3)C2)ccc1C (stereo unspecified)
-6% | CN1CC(=O)N(C2CCC2)Cc2c1ncnc2N1CCC(c2ccccc2)CC1
1% | O=C(CSc1nc(=O)n(Cc2ccco2)c2c1CCC2)NC1CCCC1
55%[activator] | NC(=O)c1nsc(C(=O)N(c2ccc3c(c2)OCCO3)C(C(=O)NCC2CCCO2)c2ccc(F)cc2)c1N (stereo unspecified)
14% | N#CC1(Nc2ccccc2)CCCCC1
0% | O=C(CSc1nnnn1-c1ccc(C(=O)O)cc1)Nc1cccc2ccccc12
36%[activator] | CCn1c(=O)c2cc(C(=O)NCCc3ccc(OC)c(OC)c3)sc2c2ccccc21
-10% | COc1ccc(CNC(=O)c2sccc2-c2ccccc2)cc1OC
-2% | COC(=O)[C@]12C[C@H](CC(=O)NCc3ccc(OC)c(OC)c3)C(=O)N(Cc3ccco3)C1=C[C@H](COCc1ccccc1)O[C@@H]2C
8%[11.5 µM] | CCCOc1ccc(C(=O)Nc2ccc3oc(-c4ccc5ccccc5c4)nc3c2)cc1
-23%[86.2 µM] | NC(=O)CN1C(=O)[C@@H]2CN(C(=O)c3ccc4c(c3)OCO4)CCN2C1=O

Arranged by the number under KDM5B inhibitor (largest number first): 3 of the compounds above.
KDM5B inhibitor | compound
19% | CCN(CC)S(=O)(=O)c1cc(NC(=O)C2CCCN(C(=O)c3ccc(F)cc3)C2)ccc1C (stereo unspecified)
-2% | COC(=O)[C@]12C[C@H](CC(=O)NCc3ccc(OC)c(OC)c3)C(=O)N(Cc3ccco3)C1=C[C@H](COCc1ccccc1)O[C@@H]2C
-10% | COc1ccc(CNC(=O)c2sccc2-c2ccccc2)cc1OC

(more compounds)
KDM5B inhibitor | compound
? | O=c1cc(-c2ccccc2)nc2cc(-c3ccc(Br)cc3)[nH]n12
-8% | CCNC(=O)c1cccc(NC(=O)Cc2ccc(OC)cc2)c1
? | Cc1ccc(C(=O)N2CCCN(c3cc(-c4ccc(C)c(C)c4)[nH]n3)CC2)cc1C
14% | CNC(=O)CCC1CCCN(S(=O)(=O)c2cccc(F)c2)C1 (stereo unspecified)
13% | COc1ccc(CN2CCC3(CC2)CC(O)CCO3)cc1OC (stereo unspecified)
8% | Cc1ccc(S(=O)(=O)N2CCN(Cc3cc(=O)n4nc(-c5ccccc5Cl)sc4n3)CC2)cc1
-14% | COc1ccc(CNC(=O)[C@H]2O[C@H](CCN3CCN(c4ccccc4)CC3)CC[C@@H]2O)cc1
-7% | O=[S+]1([O-])NC2(CCN(Cc3ccccc3)CC2)CNc2ccccc21
14% | COc1cccc(CNC(=O)CN2C(=O)NC3(CCC(C)CC3)C2=O)c1OC (stereo unspecified)
21% | CCC(C)NC(=O)c1ccc(N(C)C2CCCCC2)cc1 (stereo unspecified)
-2% | O=C(NNC(=S)NC(=O)c1ccco1)c1ccc(F)cc1
-9% | COCCN(C)CCCc1ccccc1
? | CN(C)c1ccc(CNC(=O)CCCn2ccc3cc(S(=O)(=O)N4CCCC4)ccc32)cc1
-3% | CCOCC(=O)N1CCC(N2C(=O)C3(CCCC3)C2c2ccccc2)CC1 (stereo unspecified)
-87% | CCC(C)NC(=O)CCc1c(C)nc2c(c(C)nn2-c2ccc(C)cc2)c1C (stereo unspecified)

More entries follow.
KDM5B inhibitor | compound
-3% | COc1ccc(CNC(=O)C2CCN(c3nc4ccccc4[nH]3)CC2)cc1OC
-42% | Cc1ccc(CNC(=O)Cn2c(=O)ccc3cc(S(=O)(=O)N4CCCC4)ccc32)cc1
24% | O=c1oc2ccccc2c(NC2CCCC2)c1NS(=O)(=O)c1ccc(Cl)s1
-53% | COc1cc(Cl)c(C)cc1NC(=O)Cn1cc(S(=O)(=O)N2CCC(C)CC2)c2ccccc2c1=O
? | Cc1cn2nc(C(=O)NCc3ccc(F)cc3)cc2c(=O)[nH]1
1% | O=C(CN1N=C(c2ccccc2F)c2cc(Cl)ccc2S1(=O)=O)Nc1cc(F)ccc1F
5% | COc1cc(C)ccc1OCCSc1nc(-c2cccc(C)c2)nc2cc(=O)[nH]n12
-25% | CC(=O)N1CCN(C(=O)c2cc(-c3ccc(F)cc3)nc3ccccc23)CC1
6% | COCCN1CC(C(=O)N(C)Cc2cc(Cl)ccc2OC)CCC1=O (stereo unspecified)
2% | Cc1ccc(S(=O)(=O)N2CCN(C3CCN(CCC(C)C)C3=O)CC2)cc1F (stereo unspecified)
26%[86.2 µM] | COC[C@H]1C[C@@H](NC(=O)Nc2ccc3c(c2)OCCO3)[C@H](O)[C@@H]1O
-7% | O=C(CN1CCN(Cc2ccc(F)cc2)C1=O)NCc1ccccc1Cl
-9% | COc1ccc(-c2ccc(CCC(=O)O)n2NC(=O)c2ccccc2Cl)cc1
? | Cc1cc(=O)oc2cc(OCCC[n+]3ccccc3)ccc12
15% | Cc1ccc(C(CNC(=O)c2cc(=O)c3ccc(Br)cc3o2)N2CCC(C)CC2)o1 (stereo unspecified)

(listing goes on)
KDM5B inhibitor | compound
7% | CCCc1noc(CN2CCN(c3cc(C)nc(C(C)C)n3)CC2)n1
-3%[86.2 µM] | CC(=O)Nc1cccc(-c2ccc3c(n2)CN(Cc2ccccc2C)C(=O)CO3)c1
10%[86.2 µM] | COc1ccc2c(c1)nc1n2[C@@H](CNC(=O)c2ccncc2)COC1
3% | COc1ccc(OC)c(NC(=O)N(C)CCc2c(C)nn(C)c2C)c1
20%[86.2 µM] | O=C(Nc1ccc(C(F)(F)F)cc1)N[C@H]1[C@H](O)[C@H](O)C[C@@H]1c1ccccc1
4% | CN(CC(=O)N1CCCC1)c1nc(-c2cccs2)nc2ccccc12
-6% | Cc1ccc2c(=O)cc(CSc3ccccc3)[nH]c2c1C
-13% | CCn1cc(C(=O)N2CCN(c3cc(Cl)ccc3C)CC2)c2cc(OC)c(OC)cc2c1=O
122%[activator] | CN1CCN(C(=O)c2cncc(N[C@H]3C[C@@H]4OCC[C@H]34)n2)CC1
-46% | O=C(NC1CCCN(c2cc(-c3ccc(F)cc3)[nH]n2)C1)c1ccccc1Br (stereo unspecified)
13% | O=C(c1cc(F)cc(F)c1)N1CCN(C2CCN(Cc3cccnc3)C2=O)CC1 (stereo unspecified)
-29% | Cc1nc(-c2ccc(S(=O)(=O)NCc3ccc(F)cc3)cc2)co1
10% | CC(C)(C)CC(=O)N(Cc1cccc(Br)c1)C1CC1
? | S=c1[nH]nc(-c2n[nH]c3c2CCC3)n1/N=C/c1c2ccccc2cc2ccccc12
32%[activator] | Cc1cccc(CN2CCN(Cc3cnn(-c4ccccc4F)c3)CC2CCO)n1 (stereo unspecified)

Next section.
KDM5B inhibitor | compound
23% | Cc1ccc(S(=O)(=O)N2CCCN(C(=O)c3cncn3-c3ccccc3)CC2)cc1
-21% | COc1ccc(N2CCC(CNC(=S)Nc3c(C)cccc3C)C2)cc1 (stereo unspecified)
? | CC(CC(=O)Nc1ccc(O)cc1)(C(=O)O)c1ccccc1 (stereo unspecified)
? | Cc1ccc(NC(=O)c2sc3nc(-c4cccs4)ccc3c2N)cc1F
3% | CCOC(=O)c1c(S(=O)(=O)N2CCC(C(=O)Nc3cccc(C)n3)CC2)c(C)n(C)c1C
? | Cc1ccc2cc(/C=C/C(=O)NC3CCCC3)oc2c1
-14% | COc1cccc(-c2noc(CC3CCN(C(=O)c4ccc(C)cc4C)CC3)n2)c1
10% | Cn1ccc2c(NC(=O)C[C@H]3NC(=O)c4ccccc4NC3=O)cccc21
3% | COc1cc(-c2nc3n(n2)C(c2ccc(F)cc2)C(C(N)=O)=C(C)N3)cc(OC)c1OC (stereo unspecified)
? | CC(C)c1nccn1CCCNC(=O)c1ccc(N2CCCCCC2)nc1
16%[86.2 µM] | CC(C)NC(=O)N[C@H]1C[C@@H](Cc2cc(CN(C)c3ccccc3)on2)C1(C)C
? | CCOCCCNC(=O)c1c[nH]c2ccc(S(=O)(=O)N(C)c3ccc(Cl)cc3F)cc2c1=O
11% | CC(=O)c1cn(CC(=O)N2CCOCC2)c2ccccc12
-4% | COc1ccc(CCNC(=O)CSc2nnnn2-c2ccccc2OC)cc1OC
1% | COc1ccccc1NC(=O)N1CCC2(CCC(=O)N(CC3CC3)CC2)CC1

Going on with the list:
KDM5B inhibitor | compound
8% | COCCSc1nc2c(c(=O)[nH]c(=O)n2C)n1CCCc1ccccc1
-28% | Cc1ccc(Cl)cc1N1CCN(C(=O)C2CCCN(Cc3nc(-c4cccc(Cl)c4)oc3C)C2)CC1 (stereo unspecified)
0% | O=S(=O)(c1ccc2c(c1)OCCO2)c1nc(-c2cccc(Cl)c2)oc1N1CCOCC1
2% | O=C(Nc1ccc(O)cc1)c1cc(-c2ccncc2)nc2ccccc12
44% | C=CCCC(CN1CCOCC1)Oc1cc(C)nc(-c2ccccc2)n1 (stereo unspecified)
10% | COc1ccc(C(=O)NCC(C)O)cc1 (stereo unspecified)
-27% | COCCn1c(SCC(=O)c2ccc3c(c2)CCC3)nnc1-c1ccc(Cl)cc1
8% | CN1CCN(C(=O)CCCC(=O)O)CC1
32%[activator][86.2 µM] | O=C(c1cccs1)N1CC[C@H]2COC(=O)N2c2cc(F)ccc2C1
-17% | C=CCN1C(=O)N(CC=C)c2cccc3cccc1c23
-11% | O=C(NC1CC(=O)N(Cc2ccccc2C(F)(F)F)C1)c1ccc[n+]([O-])c1 (stereo unspecified)
17% | CCCN(CC1CCOC1)S(=O)(=O)c1cc(Cl)ccc1OC (stereo unspecified)
? | Cc1ccc(NC(=O)C2CCCN2S(=O)(=O)c2ccc3c(c2)n(C)c(=O)c(=O)n3C)cc1C (stereo unspecified)
-4% | CCOC(=O)c1c(C)c(-c2ccccc2)n(CC(=O)Nc2cccc(C)c2C)c1C
11% | C=CCOc1ccccc1NC(=O)c1ccccc1C

Other compounds follow:
KDM5B inhibitor | compound
-4% | CCCCCCCn1c(NC(=O)CC)nc2ccccc21
? | CCOCc1ccc(CNC(=O)c2nccnc2N)cc1
-14% | COc1ccc(C(=O)N2CCC(n3nccc3NC(=O)c3cccc(F)c3)CC2)cc1C
? | O=C(NCCCO)C(=O)Nc1c2c(nn1-c1ccc(F)cc1)CSC2
28µM* | Cc1ccc(-c2ccc3nnc(CNC(=O)c4ccccc4)n3n2)cc1C
22% | COc1ccc(C(=O)Oc2ccc(Cl)cc2Cl)cc1OC
5% | CCn1ccc(C(=O)N2CCC3(CC2)CC(N(Cc2ccccc2)C2CC2)CCO3)n1 (stereo unspecified)
12% | COc1cccc(CN2C(=O)C3(CCOCC3)CC2c2nnnn2C(C)(C)C)c1OC (stereo unspecified)
23% | CCn1cc(C(=O)Nc2ccc(C)cc2[N+](=O)[O-])c(C)n1

The list is partial. The share of hits here may be higher or lower than overall.
